High-throughput results deposited in PubChem BioAssay by Sanford-Burnham Center for Chemical Genomics.
SENP8 block-1: SENP8 protease inhibition; purified SENP8, Z-RLRGG-aminoluciferin cleavage, luminescence; inhibition, % at 10 µM; 330,000 tested, 1.2% active; AID 2540; in the data active = inhibition above about 50%
PfG6PD inh: PfG6PD (Plasmodium falciparum) enzyme inhibition. PfGluPho enzyme, NADPH resazurin-diaphorase fluorescence. inhibition, % at 20 µM. 350,000 tested, 0.78% active. AID 504690;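 active = inhibition reaching at least a set limit at 20 µM in the primary screen, cut at about 59% in these data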;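 note: 0% = DMSO wells with substrate and 100% = DMSO wells lacking glucose-6-phosphate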
UBC13 polyUb: blocks human UBC13 polyubiquitin chain formation; P61088; TR-FRET; inhibition, % at 20 µM; 330,000 tested, 0.47% active; in the data active = inhibition above about 45%, passing the limit was not always enough
SENP7 block: inhibitors of human SENP7 protease; Q9BQF6; recombinant SENP7, Z-RLRGG-aminoluciferin luminescence, 40 min; inhibition, % at 5 µM; 330,000 tested, 1.5% active; AID 434973;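 active = inhibition above about 50% at the single test dose, limit read from the data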;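 note: plate controls were DMSO with enzyme for no effect and no enzyme buffer wells for full effect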
Target sequence (Q9BQF6 706-1050 limits assumed): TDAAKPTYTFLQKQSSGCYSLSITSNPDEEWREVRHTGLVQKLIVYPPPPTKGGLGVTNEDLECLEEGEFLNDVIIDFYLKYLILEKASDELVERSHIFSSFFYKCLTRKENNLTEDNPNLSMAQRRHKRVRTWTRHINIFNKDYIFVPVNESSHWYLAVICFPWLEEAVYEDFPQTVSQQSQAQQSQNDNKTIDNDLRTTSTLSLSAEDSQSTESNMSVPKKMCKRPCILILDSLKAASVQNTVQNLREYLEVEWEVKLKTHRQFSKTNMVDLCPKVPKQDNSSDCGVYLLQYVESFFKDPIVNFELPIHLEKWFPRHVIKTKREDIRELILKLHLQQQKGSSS
SENP8 block-2: inhibitors of human SENP8 protease. Q96LD8. recombinant SENP8, Nedd8 substrate fluorescence. inhibition, % at 20 µM. 360,000 tested, 0.64% active. AID 602440; in the data active = inhibition mostly above about 40%, no sharp cut-off; inactive = mostly below about 27%
SENP1 inh: SENP1 (human) catalytic domain inhibition; inhibition, % at 10 µM; Q9P0U3; recombinant SENP1 catalytic domain, CyPet-SUMO1-YPet FRET cleavage; 360,000 tested, 0.21% active; AID 624204;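 active = inhibition at least 30% at 10 µM, raw YFP signal under a set limit, fluorescence ratio 0.5 to 1.5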;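 note: 0% = enzyme with DMSO and 100% = no enzyme wells; some results filed as inactive read as strong as hits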
Target sequence (Q9P0U3 419-644 limits assumed): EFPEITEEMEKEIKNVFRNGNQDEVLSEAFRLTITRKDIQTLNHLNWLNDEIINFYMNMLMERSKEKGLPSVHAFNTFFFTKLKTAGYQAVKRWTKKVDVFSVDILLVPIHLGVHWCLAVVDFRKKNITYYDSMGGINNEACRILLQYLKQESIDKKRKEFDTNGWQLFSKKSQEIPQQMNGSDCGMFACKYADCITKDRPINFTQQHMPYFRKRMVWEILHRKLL
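material = recombinant human SENP1 catalytic domain, His6-tagged | quantity = 20 pM enzyme | reagent = 25 nM SUMO1 FRET substrate | compound dosing = 10 µM single point, 0.5% DMSO | timing = 50 min enzyme reaction, room temperature, light-protected | detection = FRET, CFP and YFP emission | control set = no-enzyme low, enzyme-DMSO high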
HKDC1 inh: blocks human hexokinase HKDC1 activity. Q2TB90. recombinant HKDC1, G6PDH/diaphorase resazurin coupled fluorescence. inhibition, % at 20 µM. 340,000 tested, 0.16% active;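 active = inhibition above about 35% when tested at 20 µM, limit read from the data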;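 note: plate controls were DMSO wells with enzyme for no effect and DMSO wells lacking enzyme for full effect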
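Test system: Recombinant HKDC1 (HK5) hexokinase enzyme, produced in-house | Input: HKDC1 at 5 µg/mL | Buffer or medium: Tris pH 8.0 buffer with MgCl2, Tween-20, BSA, BME | Schedule: 90 min reaction incubation at room temperature, dark | Technique: Resazurin-to-resorufin fluorescence via G6PDH and diaphorase coupling, 525/613 nm | Controls: DMSO wells with and without enzyme mix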
MIN6 prolif: inducers of beta-cell replication in MIN6 cells; proliferation, % at 10 µM; MIN6 cells proliferation, ATPlite luminescence, 48 h; cells starved in 0.2% serum; 100% = growth in 10% serum; 330,000 tested, 0.29% active; AID 2380;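 active = compounds whose signal lies at least 3.5 SD above the mean of all wells on their plate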;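 note: 0% = DMSO-treated cells in low-serum medium and 100% = 10% serum control; some compounds called inactive have numbers as strong as hits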
SENP6 inh: SENP6 protease inhibition. inhibition, % at 10 µM. Recombinant SENP6 catalytic domain, aminoluciferin luminescence. 330,000 tested, 1.8% active. AID 2599. Q9GZR1;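 active = inhibition above about 50% at the single tested dose, limit read from the data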;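 note: plate controls were DMSO wells with enzyme for no effect and DMSO wells lacking enzyme for full effect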
Target sequence (Q9GZR1 628-1112 limits assumed): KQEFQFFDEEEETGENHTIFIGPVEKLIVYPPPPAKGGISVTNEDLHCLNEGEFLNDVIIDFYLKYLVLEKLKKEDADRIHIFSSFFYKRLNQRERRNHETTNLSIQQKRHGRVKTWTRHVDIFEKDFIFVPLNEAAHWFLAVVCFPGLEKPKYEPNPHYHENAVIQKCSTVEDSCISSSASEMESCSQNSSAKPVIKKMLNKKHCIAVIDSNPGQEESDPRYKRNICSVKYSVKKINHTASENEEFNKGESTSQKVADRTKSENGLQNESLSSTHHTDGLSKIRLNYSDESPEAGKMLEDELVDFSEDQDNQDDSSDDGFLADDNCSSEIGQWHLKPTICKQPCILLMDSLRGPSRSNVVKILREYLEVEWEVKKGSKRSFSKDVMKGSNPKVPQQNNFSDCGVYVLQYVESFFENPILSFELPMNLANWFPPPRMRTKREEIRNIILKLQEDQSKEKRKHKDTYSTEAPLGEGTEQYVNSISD
Numbers without * were called inactive; . = no result given.

SMILES	SENP8 block-1	PfG6PD inh	UBC13 polyUb	SENP7 block	SENP8 block-2	SENP1 inh	HKDC1 inh	MIN6 prolif	SENP6 inh
COc1ccc(-n2nnc3c(=O)n(CC(=O)Nc4cc(C)on4)cnc32)cc1OC	-9	4	-4	-10	-44	0	-1	2	-14
Cc1cc(C(=O)C(=O)O)c(C)n1-c1ccc(Cl)cc1	-8	-22	-4	-2	4	2	-1	-2	5
Cc1ccc(C(=O)NCC(=O)NCC(c2ccco2)N2CCCCC2)cc1C (stereo not drawn)	-8	-3	-1	-9	-16	-2	-4	3	-7
O=C(Nc1ccc(Oc2ccc(NC(=O)c3ccco3)c(NC(=O)c3ccco3)c2)cc1)c1ccco1	4	11	5	-5	3	1	-2	-4	-34
Cc1ccccc1C(=O)c1c[nH]c(C(=O)NCc2ccco2)c1	-1	-1	2	-9	34	0	-4	-1	-1
COc1ccc(/C=C/C(=O)NCCCNC(=O)/C=C/c2ccc(OC)c(OC)c2)cc1OC	1	-1	3	2	-180	2	-2	-3	5
COc1ccc(/C=C/C(=O)OCC(=O)N2CC(=O)Nc3ccccc32)cc1S(=O)(=O)N1CCOCC1	-8	4	-16	-5	-9	0	-6	-1	-17
Cc1occc1-c1nnc(SCC(=O)N2CCN(c3ccccc3)CC2)n1C	-4	8	4	-4	25	-1	1	-1	-4
COc1ccc(C(=O)CC(=O)C(=O)Nc2c(C)cccc2C)cc1	0	-2	-5	6	-13	1	2	0	-8
Cc1cccc(NC(=O)CN(C)S(=O)(=O)c2ccc(Br)cc2)n1	2	-4	-8	10	12	1	5	-3	15
CC1Cn2c(nnc2-c2ccc(F)cc2)S1 (stereo not drawn)	-13	-7	6	-13	7	1	-6	-2	-6
Cc1cc(OCC(=O)NCCCN2CCOCC2)c2c(C)c(C)c(=O)oc2c1	-3	-7	9	-6	-460	1	-2	-3	-9
COc1ccc(OC)c(S(=O)(=O)Nc2cc3c4c(c2)CCN4C(=O)CC3)c1	-2	-2	-1	-4	3	2	1	7	-8
COc1ccccc1CN1CCN(C(=O)c2ccco2)CC1	10	-6	-6	5	18	0	0	-2	-7
Cc1ccc(-n2c(-c3cn(C)nc3C)n[nH]c2=S)cc1	2	.	0	0	.	.	.	-4	5
O=C(NNS(=O)(=O)c1ccccc1)c1csc(-c2cccnc2)n1	7	-6	7	-1	26	2	-4	0	-8
Cn1c(=O)c2[nH]c(CCCC(=O)O)nc2n(Cc2ccccc2)c1=S	4	-9	-8	-16	4	-12	5	1	-4
CC(=O)Nc1ccccc1Nc1nc(NCCO)nc(N2CCCC2)n1	0	-6	-7	-5	17	3	-4	2	-3
COCCNC(=O)C(c1ccc(F)cc1)N(C(=O)CCC(=O)Nc1nccs1)c1cccc(C)c1 (stereo not drawn)	5	4	-2	-4	13	2	0	0	13
CC(NC(=O)c1ccc(Cn2cc([N+](=O)[O-])cn2)o1)c1ccccc1 (stereo not drawn)	3	-10	-5	6	50*	1	7	0	1
O=C(/C=C/c1cccs1)NC(=S)Nc1ccc(S(=O)(=O)Nc2ccccc2C(F)(F)F)cc1	-6	-11	-17	3	22	-1	1	-3	3
Cc1ccccc1OCC(=O)NC(=S)Nc1ccc(Br)c(C)n1	-6	13	15	-10	5	2	-12	0	-91
Cc1ccc(NC(=O)Nc2ccc3c(c2)OCO3)c(OC(F)F)c1	-1	18	-5	24	3	0	-3	-5	24
O=C(COc1ccc(F)cc1Br)NCC1(N2CCOCC2)CCCCC1	0	-2	0	0	2	1	2	-5	2
O=C(c1ccco1)N1CCN(C(=O)C2CC(=O)N(c3ccc(Cl)cc3)C2)CC1 (stereo not drawn)	-1	-4	-7	-4	7	1	-4	0	-8
COc1ccc(CC(=O)NNC(=O)c2cccs2)cc1OC	4	-13	8	-1	13	3	-12	-1	0
CCSc1nnc(CNC(=O)C23CC4CC(CC(C4)C2)C3)n1Cc1ccccc1	-12	8	-5	-13	9	-1	-6	0	-14
CCN1C(=O)C(Cc2nc3ccccc3c(=O)n2-c2ccccc2)c2ccccc21 (stereo not drawn)	4	10	5	1	15	1	-6	2	3
Cc1ccc(C(=O)NCCCCNC(=O)c2ccc(C)o2)o1	-1	8	3	4	16	1	-8	-3	-14
Cc1cccc(N2CCN(C(=O)NC3CCCCC3)CC2)c1C	-3	-5	-4	-3	15	1	1	-2	-2
CCOC(=O)c1cc(NC(=O)N(CC)C2CCCCC2)c(C)nc1C	-2	-11	8	1	-57	3	-6	2	-9
C=CCn1c(=O)c2ccccc2n2c(SCC(=O)NCCc3ccccc3)nnc12	-1	2	12	-1	-7	-2	-1	-3	-6
CC(Sc1nnnn1C1CC1)C(=O)N1c2ccccc2NC(=O)C1(C)C (stereo not drawn)	-12	0	-9	-13	3	0	0	-4	-11
CN1CCC(C(=O)N2CCCC(C(=O)c3ccc4c5c(cccc35)CC4)C2)CC1 (stereo not drawn)	-2	-4	41	6	-289	6	-5	-3	-12
CCc1ccc(/C=C(\C)C(=O)c2c(C)cc(C)[nH]c2=O)cc1	3	-13	-2	-2	13	2	-11	-2	-4
CC(Nc1nc(-c2ccncc2)nc2ccccc12)c1ccccc1 (stereo not drawn)	2	5	24	-4	-65	-1	2	-2	-10
O=C1NC(=O)/C(=C\c2ccc(OCc3ccccc3)cc2)S1	45	-31	-14	-2	16	2	11	-4	64*
CC1(C)CC(=O)C2=C(C1)OC(N)=C(C#N)C2c1ccccc1OC(=O)N1CCOCC1 (stereo not drawn)	2	-10	0	4	2	-4	-8	-1	11
COc1cc(OC)cc(N(C(=O)c2snc(C(N)=O)c2N)C(C(=O)NCC2CCCO2)c2ccc(C)o2)c1 (stereo not drawn)	-1	.	4	11	-310	-9	.	-3	7
Cc1ccc(C(=O)N2CCCC(CCC(=O)N3CCN(c4ccccn4)CC3)C2)cn1 (stereo not drawn)	9	-6	5	0	-10	0	-4	4	-2

Retrieved by compound from the list above:
SMILES	SENP8 block-1	PfG6PD inh	UBC13 polyUb	SENP7 block	SENP8 block-2	SENP1 inh	HKDC1 inh	MIN6 prolif	SENP6 inh
CN1CCC(C(=O)N2CCCC(C(=O)c3ccc4c5c(cccc35)CC4)C2)CC1 (stereo not drawn)	-2	-4	41	6	-289	6	-5	-3	-12
CC(Sc1nnnn1C1CC1)C(=O)N1c2ccccc2NC(=O)C1(C)C (stereo not drawn)	-12	0	-9	-13	3	0	0	-4	-11

(listing goes on)
SMILES	SENP8 block-1	PfG6PD inh	UBC13 polyUb	SENP7 block	SENP8 block-2	SENP1 inh	HKDC1 inh	MIN6 prolif	SENP6 inh
O=c1[nH]cc(NCc2ccccc2)c(=O)[nH]1	.	16	.	.	6	-2	-6	.	.
Cc1ccc(C(O)c2nccn2C)o1 (stereo not drawn)	-2	-5	-1	8	11	-8	7	-2	-22
Cc1c(OC(C)C(=O)O)ccc2c(-c3ccccc3)cc(=O)oc12 (stereo not drawn)	4	-6	3	7	-141	3	-4	-5	-14
CCOC(=O)CSc1nc2ccc(NC(=O)CSc3nnnn3Cc3ccccc3)cc2s1	4	8	-2	-5	-2	-3	1	-3	8
COc1ccc(C(=O)C=CNNC(=O)c2ccc(Cl)cc2)cc1	4	-30	-14	8	33	-16	-7	-4	-2
C=CCn1c(SCC(=O)N2CCN(c3ccccc3)CC2)nc2c([nH]c3ccccc32)c1=O	4	4	-12	3	-51	-4	-6	0	10
COc1ccc2cc(C(=O)N(C)CC(=O)Nc3ccccc3Br)ccc2c1	0	0	-12	-6	-80	-1	-2	2	5
CCOc1ccc(S(=O)(=O)N2CCCC(C(=O)NCC3CCCO3)C2)cc1Cl (stereo not drawn)	-6	-13	-2	-4	11	0	-1	0	0
COCCCOc1ccnc(CS(=O)c2nc3ccccc3[nH]2)c1C (stereo not drawn)	-2	17	-7	1	-40	-6	-2	0	7
Cc1c(NC=C(C#N)C#N)c(=O)n(-c2ccccc2)n1C	1	17	2	4	16	3	-1	-3	-3
Cc1nn2c(-c3cccnc3)ccnc2c1-c1ccccc1	-3	-5	4	-1	20	5	8	-1	-5
COC(=O)c1nn(-c2ccc(C)cc2)ccc1=O	4	-11	1	6	7	1	-2	-2	5
O=C(Nc1cc(S(=O)(=O)N2CCOCC2)ccc1Oc1ccc(F)cc1)C1=COCCO1	3	4	0	-7	12	1	-5	2	-4
COc1cc2sc(-c3ccccc3OC)c(-c3ccc(OCCN4CCOCC4)cc3)c2cc1OC	.	13	.	8	-69	2	3	.	.
CCc1cc2ccc(C)cc2nc1SCC(=O)NC1CCCC1	4	-8	30	-1	7	0	-3	11	12
O=C(O)CSCC(=O)Nc1cc(C(F)(F)F)ccc1Cl	-4	0	-8	-3	0	2	-8	-2	-2
COc1ccc(C(c2c(C)n(C)n(-c3ccccc3)c2=O)c2c(C)n(C)n(-c3ccccc3)c2=O)cc1	13	-13	1	-8	7	2	4	0	-13
Cc1ccc2nc(NC(=O)C3CC(=O)N(Cc4ccco4)C3)sc2c1 (stereo not drawn)	-15	-14	-8	-10	16	3	-3	-2	-6
CCC(CC)C(=O)Nc1cc([N+](=O)[O-])ccc1Cl	-6	0	7	3	13	-1	-9	-3	-9
CS(=O)(=O)c1ccc2nc(NC(=O)c3cccc(NS(=O)(=O)c4ccc(F)c(F)c4)c3)sc2c1	-4	20	22	3	-253	-7	1	-4	8
CCn1c(SCC(=O)NNC(=O)c2ccc(OC)cc2)nnc1-c1cccnc1	-4	-4	2	-5	10	3	-12	-1	-6
C/C(CC(=O)NCCCN1CCOCC1)=N\NC(=O)COc1ccc(Cl)cc1	3	11	2	5	30	4	-6	-3	11
O=C(CSc1nc2[nH]c(=O)[nH]c(=O)c2s1)Nc1cccc(F)c1	-7	-25	5	3	16	0	-4	-1	-19
COc1cccc(NC(=O)N2CCN(c3cccc(C)c3C)CC2)c1	-7	22	3	0	0	-2	0	-3	-13
Nc1ncnc2c1ncn2C1OC(CO)C(O)C1N (stereo not drawn)	3	-10	-6	-5	36	0	4	-5	13
NS(=O)(=O)c1ccc(NC(=O)CN2CCN(S(=O)(=O)c3cccs3)CC2)cc1	-9	12	-1	0	0	2	-5	2	-5
CCc1nc2ccccc2n1Cc1ccc(OC)c(OC)c1	-8	6	-2	-7	20	1	-5	3	-31
COc1ccc(C)cc1NC(=O)CSc1nnc(-c2ccccn2)n1Cc1ccco1	-6	15	-1	2	9	-2	2	-2	-10
COCCN(C(=O)c1cc(OC)c(OC)c(OC)c1)c1c(N)n(Cc2ccccc2)c(=O)[nH]c1=O	0	-23	-2	3	13	1	-6	2	9
CC1CCN(CC(=O)Nc2ccc(Cl)cc2[N+](=O)[O-])CC1	0	0	-8	-1	21	2	2	-2	-9
CCOc1nc(NCCc2ccc(OC)c(OC)c2)nc(NC(C)(C)CO)n1	3	-1	4	5	7	1	-2	-1	-11

Profiles, looked up by structure. Values in the order: SENP8 block-1	PfG6PD inh	UBC13 polyUb	SENP7 block	SENP8 block-2	SENP1 inh	HKDC1 inh	MIN6 prolif	SENP6 inh
NS(=O)(=O)c1ccc(NC(=O)CN2CCN(S(=O)(=O)c3cccs3)CC2)cc1 is listed with -9	12	-1	0	0	2	-5	2	-5
C/C(CC(=O)NCCCN1CCOCC1)=N\NC(=O)COc1ccc(Cl)cc1 is listed with 3	11	2	5	30	4	-6	-3	11
Nc1ncnc2c1ncn2C1OC(CO)C(O)C1N (stereo not drawn) is listed with 3	-10	-6	-5	36	0	4	-5	13
COc1ccc(C)cc1NC(=O)CSc1nnc(-c2ccccn2)n1Cc1ccco1 is listed with -6	15	-1	2	9	-2	2	-2	-10
O=C(CSc1nc2[nH]c(=O)[nH]c(=O)c2s1)Nc1cccc(F)c1 is listed with -7	-25	5	3	16	0	-4	-1	-19
